# Screening data as filed in PubChem BioAssay.
# VCAM1 TNFa inh – reduces TNF alpha induced VCAM1 expression in HUVEC | inhibition, % at 2 µM | HUVEC TNFa-induced VCAM-1 immunofluorescence, high-content imaging | actives 0.48% (n = 95,000) | AID 802;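 active = inhibition above the batch mean plus 3 SD, with images confirmed as a hit by eye, cut at about 37% in these data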;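 note: 0% = TNF-stimulated DMSO wells and 100% = unstimulated control wells; not every result past the cut was called active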
# CYP2C19 activ – increases human CYP2C19 enzyme activity. P33261. recombinant CYP2C19, luciferin-H EGE luminescence; hits give high values; 0 = fully inhibited enzyme, 1 = untreated enzyme. activation factor at 5 µM. 96,000 tested, under 10 active;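 active = activation factor of at least 2 at 5 µM in the primary screen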;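 note: 0 = wells with 2.5 mM tranylcypromine and 1 = vehicle-only wells; values of inactives mirror those of a sister screen read the other way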
# Target sequence (P33261 whole entry, looked up): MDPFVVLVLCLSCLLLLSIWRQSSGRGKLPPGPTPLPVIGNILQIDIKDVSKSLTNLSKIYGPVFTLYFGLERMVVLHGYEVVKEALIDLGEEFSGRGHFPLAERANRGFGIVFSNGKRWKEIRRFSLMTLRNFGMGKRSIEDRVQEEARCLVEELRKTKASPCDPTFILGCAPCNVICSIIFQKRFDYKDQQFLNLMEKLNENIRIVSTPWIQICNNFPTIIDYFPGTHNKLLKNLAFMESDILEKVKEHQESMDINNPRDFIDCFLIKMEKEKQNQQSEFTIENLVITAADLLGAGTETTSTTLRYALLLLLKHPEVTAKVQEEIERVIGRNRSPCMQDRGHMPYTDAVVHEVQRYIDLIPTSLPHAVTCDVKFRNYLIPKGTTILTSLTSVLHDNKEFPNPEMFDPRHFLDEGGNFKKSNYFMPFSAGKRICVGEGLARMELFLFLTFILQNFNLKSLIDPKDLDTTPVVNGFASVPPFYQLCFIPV
# Candida biofilm – kills Candida albicans biofilms; C. albicans biofilm + clotrimazole, Alamar Blue; inhibition, % at 6 µM; actives 0.14% (n = 85,000);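 active = inhibition above 20%; inactive = inhibition below 20%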;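 note: preformed 24 hr biofilms exposed to compound for 48 hr; 0% = biofilm without compound and 100% = blank killed by clotrimazole plus chlorhexidine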
# hDAT+cocaine – modulates human dopamine transporter uptake under cocaine | Q01959 | LLC-PK1 hDAT cells, [14C]-dopamine uptake with cocaine IC80; actives deviate in either direction | B-score at 10 µM | actives 1.3% (n = 110,000) | AID 449768;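 active = Z score or B-score, a plate-position-corrected score, falls beyond the plate's 99.7% confidence bounds, in either direction; inactive = both scores lie inside the 99.7% bounds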;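 note: scored against the spread of the other compound wells on the same plate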
# Target sequence (Q01959 whole entry, looked up): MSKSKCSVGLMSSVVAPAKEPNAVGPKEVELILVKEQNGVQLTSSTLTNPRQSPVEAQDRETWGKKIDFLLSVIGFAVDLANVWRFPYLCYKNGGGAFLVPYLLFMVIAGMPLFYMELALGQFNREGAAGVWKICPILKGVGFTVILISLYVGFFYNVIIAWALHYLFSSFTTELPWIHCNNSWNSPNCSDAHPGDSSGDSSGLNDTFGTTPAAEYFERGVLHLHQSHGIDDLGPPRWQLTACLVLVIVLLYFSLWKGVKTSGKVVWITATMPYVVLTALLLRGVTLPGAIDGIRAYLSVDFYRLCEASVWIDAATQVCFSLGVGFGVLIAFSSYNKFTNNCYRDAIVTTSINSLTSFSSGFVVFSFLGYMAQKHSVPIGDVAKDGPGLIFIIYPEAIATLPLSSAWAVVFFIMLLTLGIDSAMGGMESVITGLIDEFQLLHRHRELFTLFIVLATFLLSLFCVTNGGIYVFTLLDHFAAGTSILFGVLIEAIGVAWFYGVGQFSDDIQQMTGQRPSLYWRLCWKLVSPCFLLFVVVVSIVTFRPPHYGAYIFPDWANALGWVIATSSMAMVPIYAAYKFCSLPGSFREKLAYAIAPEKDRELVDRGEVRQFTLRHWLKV
# CYP2C9 inhib – human CYP2C9 inhibition; P11712; CYP2C9 Supersomes, luciferin-H conversion, luminescence; inhibition, % at 5 µM; actives 20% (n = 96,000);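 active = blocking of liver enzyme CYP2C9 beyond about 50% at 5 µM, limit read from the data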; note: values of inactives mirror those of a sister screen read the other way
# CYP2C19 inhib – blocks human cytochrome P450 2C19 | CYP2C19 Supersomes, luciferin-H EGE luminescence, 30 min | inhibition, % at 5 µM | actives 21% (n = 96,000) | AID 778;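 active = CYP2C19 inhibition above a set limit at 5 µM in the primary screen, cut at about 50% in these data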;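 note: plate controls were negative control wells for no effect and 2.5 mM tranylcypromine positive control for full effect; values of inactives mirror those of a sister screen read the other way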
# TNFa cytotox – HUVEC cytotoxicity counter-screen, TNF alpha stimulated | actives 0.17% (n = 93,000) | cell count reduction, % at 2 µM | AID 848 | HUVEC TNFalpha-stimulated, Hoechst cell count, imaging;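 active = cell count reduction exceeding the screen mean by over 5 SD, scaled to untreated wells per plate, cut at about 78% in these data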;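 note: cells counted after 24 h of TNF alpha exposure following the 1 h pretreatment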
# IL1B cytotox – HUVEC cytotoxicity counter-screen, IL-1B stimulated; actives 0.41% (n = 94,000); cell count reduction, % at 2 µM; HUVEC cell count loss, Hoechst imaging;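 active = cell count reduction more than 3 SD above the screen-wide mean, cut at about 70% in these data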;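 note: normalized per plate to untreated control cells as the no-loss baseline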
# CYP2C9 act – increases human cytochrome P450 2C9 activity; recombinant CYP2C9, luciferin-H conversion, luminescence; hits give high values; factor 1 = untreated enzyme, 0 = blocked; P11712; actives 1.4% (n = 96,000); activation factor at 5 µM; AID 1024;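 active = activation factor of 2 or more for CYP2C9 at a 5 µM dose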;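 note: 0 = sulfaphenazole-blocked wells and 1 = vehicle-only wells; values of inactives mirror those of a sister screen read the other way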
# An asterisk follows results filed as active; . = no result given.
SMILES,VCAM1 TNFa inh,CYP2C19 activ,Candida biofilm,hDAT+cocaine,CYP2C9 inhib,CYP2C19 inhib,TNFa cytotox,IL1B cytotox,CYP2C9 act
C=CCOC(=O)/C(=C\c1cccc2ccccc12)NC(=O)c1ccccc1,19,0.2,.,1.6,78*,82*,4,-10,0.2
CCCCn1c(=N)n(CC(=O)c2ccco2)c2ccccc21,7,1.1,4,0.026,-13,-13,-16,14,1.1
O=C(c1cc2ccccc2o1)n1nnc2ccccc21,4,1,4,-1.5,-3,1,-12,-26,1
COc1ccccc1NC(=O)CSc1nc(O)cc(=O)[nH]1,19,1.2,6,0.21,-5,-18,-14,-47,1.1
O=C1Cc2ccccc2C(=O)N1Cc1ccccc1,13,0.2,1,-0.55,26,85*,19,5,0.7
CCOc1ccc2nc(SCC(=O)c3ccc(C)s3)sc2c1,-3,0.5,3,-0.051,12,51*,-24,0,0.9
Cc1nc2ccc(S(=O)(=O)NC(C(=O)Nc3nccs3)C(C)C)cc2s1 (stereo unspecified),.,0.9,5,-1.2,13,11,.,.,0.9
O=C(CSc1nc(-c2ccccc2)cc(=O)[nH]1)NCc1ccc2c(c1)OCO2,17,1,7,0.7,96*,-5,-9,10,0
COCCN(C(C)=O)c1nnc(-c2cnccn2)s1,.,1,8,-1.1,0,0,.,.,1
CC(=O)Nc1ccc(S(=O)(=O)N2CCN(C(=O)N3CCOCC3)CC2)cc1,10,1.2,0,-0.076,-22,-17,-8,-39,1.2
CCOC(=O)CSC1=C(C#N)C(=O)NC(c2ccc(OC)c(OC)c2)S1 (stereo unspecified),-28,0.9,6,-0.14,40,9,.,-10,0.6
Cc1cc(C(=O)CN2CC(C)OC(C)C2)c(C)n1-c1ccccc1 (stereo unspecified),.,1,7,-1.5,8,4,.,.,0.9
COc1ccccc1Nc1nc(N)nc(CSc2nncn2C)n1,-1,1,10,-0.073,-9,3,-30,-29,1.1
Cc1cccc(N(CC(N)=O)C2SC(=O)NC2=O)c1 (stereo unspecified),3,.,0,-0.24,.,.,-32,13,.
Cc1cccc(OCCNc2nc3c(c(=O)n(C)c(=O)n3C)n2C)c1,5,0.8,-4,0.7,29,17,1,26,0.7
CC(=O)NC(=O)NC1CSCC1OC(C)=O (stereo unspecified),16,1.2,4,-1,-25,-18,5,-31,1.2
CS(=O)(=O)N(CC(=O)O)c1cccc(Cl)c1,1,1,6,1.3,-4,0,-4,-39,1
COc1cccc(C2NC(=O)NC(C)=C2C(=O)Nc2cc(OC)ccc2OC)c1 (stereo unspecified),8,0.6,0,1.3,7,44,-38,-2,0.9
CS(=O)(=O)N(CC(=O)NCCSc1ccccc1)c1ccc2c(c1)OCO2,2,0.2,9,0.0019,64*,76*,-4,2,0.4
CN(Cc1nc2ccccc2n1C)S(C)(=O)=O,-1,0.9,8,-0.042,-2,6,1,-14,1
Cn1c(SCC2CCCO2)nnc1-c1ccncc1 (stereo unspecified),27,0.3,6,-0.029,-7,66*,47,1,1.1
O=C(CN1CCC(NC(=O)c2ccccc2)CC1)NCc1ccccc1F,-28,0.7,-1,-0.18,-16,28,-18,-68,1.2
N#CCCN(C(=O)COC(=O)c1ccc2c(c1)NC(=O)CS2)c1ccc2c(c1)OCCO2,13,0.9,8,0.49,19,5,-16,4,0.8
O=C(CNC(=O)c1ccco1)NCC(=O)OCc1cccc(Cl)c1,-1,1,5,-0.044,30,-2,3,16,0.7
CC(=O)COc1cc(C)cc2oc(=O)c(C)c(C)c12,8,0.8,6,0.67,34,17,.,7,0.7
Cc1nc(NC(=O)c2ccccc2)sc1-c1csc(Nc2ccc(Cl)cc2Cl)n1,6,0.3,.,2.4*,11,65*,-29,8,0.9
Cc1nc(Nc2ccc3c(c2)OCCO3)c2nnn(Cc3ccccc3Cl)c2n1,.,0.2,5,0.91,93*,83*,.,.,0.1
C/C(=C\C(=O)c1ccc(Cl)cc1)NCc1ccc2c(c1)OCO2,17,0.8,.,0.00068,26,25,34,4,0.7
Cc1cccc(C(=O)CC(=O)c2cc(Cl)ccc2O)c1,16,0.7,3,1.2,79*,32,-8,6,0.2
COc1cc(/C=N/NC(=O)Cn2nc([N+](=O)[O-])cc2C)cc(Br)c1OCc1ccccc1,-1,0.4,-3,0.95,74*,59*,-9,0,0.3
CC(C)(C)c1ccc(C(=O)NNC(=O)Cc2ccccc2)cc1,11,0.8,4,-0.29,6,24,-7,65,0.9
Cc1ccn2cc(CCNC(=O)C3CCCCC3)nc2c1,12,0.8,5,1.1,-7,24,-18,-3,1.1
CCCCn1ccnc1C(=O)c1cc(S(=O)(=O)N2CCOCC2)ccc1C,-8,0.4,7,-0.95,69*,60*,-28,-12,0.3
O=C1CC(c2c[nH]c3ccccc23)C(=O)N1c1ccccc1 (stereo unspecified),-6,.,5,0.5,.,.,-27,15,.
CCN(CC)C(=O)C(=O)c1cccn1-c1cccc(Cl)c1C#N,-1,0.2,1,-0.45,43,81*,-8,11,0.6
O=C(CNC1CCCCCC1)Nc1ccc(S(=O)(=O)NC2CC2)cc1,3,0.7,3,-0.093,29,25,-24,-9,0.7
CCOc1ccc(Oc2cc(NC(=O)c3ccco3)cc([N+](=O)[O-])c2)cc1,6,0.7,.,.,53*,33,-9,-16,0.5
CC1(C)OC(=O)N2CCc3ccccc3C21C (stereo unspecified),0,.,8,-8.5*,.,.,-20,3,.
O=C(COc1ncnc2ccccc12)c1ccc2c(c1)OCCO2,11,1.1,10,-0.62,0,-11,-30,-12,1
COc1cc(NC(=O)CCC(=O)O)nc(OC)n1,-7,0.9,.,-1.9,11,7,-31,-10,0.9
CCOC(=O)C(C)Oc1cccc2c(=O)n(CC(=O)Nc3cccc(OC)c3)ccc12 (stereo unspecified),5,0.8,2,-0.3,33,16,-14,2,0.7
CCOC(=O)C(/C=C(\C#N)C(=O)OCC)=C(/N)N1CCN(c2c(C)cccc2C)CC1,14,0.8,3,-1.2,-10,16,-18,-11,1.1
CCCN1CCN(C(=O)c2cn(CC(C)C)c(=O)c3cc(OC)c(OC)cc23)CC1,5,1.1,9,.,11,-6,-10,-2,0.9
CCNC(=O)c1c(NC(=O)C2COc3ccccc3O2)sc2c1CCCC2 (stereo unspecified),-9,1,2,0.29,12,-4,-18,12,0.9
Cc1cccc(N(C(=O)c2cnc3n(c2=O)CCS3)C2CCCCC2)c1,9,.,2,-0.28,.,.,-23,-17,.
Cc1cccc(NC(=O)C(C)Oc2ccccc2C)n1 (stereo unspecified),9,0.1,7,0.082,61*,85*,-9,-29,0.4
COc1ccc(N2C(=O)CC(SCC(=O)O)C2=O)cc1 (stereo unspecified),15,.,4,-0.32,.,.,9,6,.
O=S(=O)(Nc1ccc2c(c1)OCCO2)c1ccc2oc3ccccc3c2c1,9,0,2,-0.63,98*,100*,-2,-42,0
Cn1cccc1C(C(=O)NC1CCCCC1)N(C(=O)Cc1cccs1)C1CC1 (stereo unspecified),9,0.1,4,1.4,12,92*,-26,-25,0.9
Cc1nc2ccccc2cc1C(=O)O,-6,1,3,1.4,2,1,-14,-3,1
# More records follow.
SMILES,VCAM1 TNFa inh,CYP2C19 activ,Candida biofilm,hDAT+cocaine,CYP2C9 inhib,CYP2C19 inhib,TNFa cytotox,IL1B cytotox,CYP2C9 act
C=C(C)c1cccc(C(C)(C)NC(=O)N2CCN(c3ncccn3)CC2)c1,3,.,.,1,.,.,3,23,.
O=C(/C=C/NNC(=O)c1ccccc1)c1ccccc1,-3,0.8,4,0.59,7,17,-5,4,0.9
O=c1c(-c2nnc(SCc3ccc(Cl)cc3Cl)o2)cccn1Cc1ccccc1,-4,0.2,.,1.1,66*,76*,-3,-32,0.3
COCCCNC(=O)c1cccc(OC)c1OC,19,0.4,-2,-1.2,-8,56*,-2,-18,1.1
Cc1ccc2c(c1)c1c3n2CCN(C(=O)Cn2c(-c4ccccc4)noc2=O)C3CCC1 (stereo unspecified),-23,0.9,4,0.032,50*,9,-45,-16,0.5
O=C(O)CSCCC(=O)Nc1ccc(F)cc1,-21,1,3,0.59,1,-2,-23,-19,1
NC(=O)c1ccccc1OCC(=O)NC12CC3CC(CC(C3)C1)C2,-14,0.9,10,-0.17,-17,12,-15,1,1.2
COc1ccc(-c2cc(C(=O)NCC(C)C)no2)cc1,-10,1,-1,0.6,4,-3,-7,8,1
O=C1C(C23CC4CC(CC(C4)C2)C3)C(=O)N(c2ccccc2)N1c1ccccc1,11,.,5,0.58,.,.,-14,2,.
CCN(CC)S(=O)(=O)c1ccc(C(=O)Nc2ncn(Cc3ccccc3)n2)cc1,-6,0.9,.,-0.8,44,11,-16,-4,0.6

# By substructure, those above with fluorine
SMILES,VCAM1 TNFa inh,CYP2C19 activ,Candida biofilm,hDAT+cocaine,CYP2C9 inhib,CYP2C19 inhib,TNFa cytotox,IL1B cytotox,CYP2C9 act
O=C(CN1CCC(NC(=O)c2ccccc2)CC1)NCc1ccccc1F,-28,0.7,-1,-0.18,-16,28,-18,-68,1.2
O=C(O)CSCCC(=O)Nc1ccc(F)cc1,-21,1,3,0.59,1,-2,-23,-19,1

# The list continues.
SMILES,VCAM1 TNFa inh,CYP2C19 activ,Candida biofilm,hDAT+cocaine,CYP2C9 inhib,CYP2C19 inhib,TNFa cytotox,IL1B cytotox,CYP2C9 act
O=C(CSc1ncn[nH]1)Nc1cccc2ccccc12,1,0.9,-3,0.91,-6,9,15,13,1.1
CC1=C(C(=O)Nc2ccccc2)C(c2ccco2)C(C#N)=C(SCC(=O)Nc2cccc(C)c2C)N1 (stereo unspecified),9,0.3,6,2,72*,72*,10,6,0.3
O=C(COC(=O)c1ccc[nH]c1=O)NC1CCCC1,17,1,7,-0.48,1,2,-27,-27,1
CCCC(=O)NCCCc1nc2ccccc2n1C,.,0.8,6,-0.96,-11,22,.,.,1.1
CC(=O)Oc1ccc2c(C)c(CC(C)O)c(=O)oc2c1 (stereo unspecified),-25,0.6,0,-0.94,-16,43,7,6,1.2
CCOc1cccc(N2C(=O)CC(NCc3ccc(S(N)(=O)=O)cc3)C2=O)c1 (stereo unspecified),8,1.1,-3,-0.66,-9,-12,-14,2,1.1
COc1ccc(OC)c(S(=O)(=O)Nc2cccnc2)c1,-20,0.7,5,-0.52,1,26,-31,-9,1
O=C(Nc1ccc(N2CCCC2)cc1)c1ccccc1F,30,.,8,0.19,.,.,39,6,.
O=C(Cn1c(=O)n(-c2ccccc2)c(=O)c2sccc21)N1CCCC1,-12,1,9,-0.42,9,1,-20,6,0.9
CCOc1ccc(NC(=O)CCNS(=O)(=O)c2ccc(Br)s2)cc1,20,0.9,5,-0.12,-41,7,14,.,1.4
Cc1ccc(C)c(S(=O)(=O)Nc2ccc(S(=O)(=O)Nc3onc(C)c3C)cc2)c1,-4,0.9,2,-0.55,71*,14,-16,-14,0.3
CCn1c(SCC(=O)Nc2ccccc2N2CCCCC2)nc2c1c(=O)n(C)c(=O)n2C,18,0.6,2,0.037,79*,39,-15,-14,0.2
CCCn1c(SCC(=O)Nc2c(C)cccc2CC)nnc1C(C)C,11,0.8,0,-0.73,-12,17,7,11,1.1
CC1(C)Cc2c(C#N)c(N)sc(=S)c2CS1,-11,1,.,-0.36,22,4,-11,-11,0.8
Clc1ccccc1C1SCC2Nc3ccccc3CN21 (stereo unspecified),27,0.1,.,-0.66,53*,87*,-33,-78,0.5
Cc1c(C(=O)OCC(=O)N2c3ccccc3CC2C)oc2ccccc12 (stereo unspecified),17,.,-6,.,.,.,-42,14,.
Nc1nc(N)c2sc3nc(C(F)(F)F)cc(C(F)(F)F)c3c2n1,4,.,-1,1.3,.,.,-24,13,.

# Single entries from the entries so far:
# VCAM1 TNFa inh with Clc1ccccc1C1SCC2Nc3ccccc3CN21 (stereo unspecified) = 27
# CYP2C9 inhib with CC1(C)Cc2c(C#N)c(N)sc(=S)c2CS1 = 22
